Screening results from PubChem.
GSH fluor: compound fluorescence on glutathione beads, profiling panel, artefact control, biophysical, 488/530 nm, flow cytometry; GSH beads flow cytometry, compound fluorescence 488/530 nm; active compounds read high; fluorescence (KMESF) at 10 µM; hit rate 0.25% among 190,000; AID 1776, 2009; in the data active = fluorescence above about 89;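 also: glutathione beads carrying GST-tagged Bcl family fusion proteins plus one bare bead set; values are compound well signal with DMSO vehicle wells as background; inactives centre near 16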
Pf gamet viab: late stage P. falciparum gametocyte viability inhibitors, primary screen, ATP luminescence, HTS; P. falciparum stage V gametocytes, 24 h; inhibition, % at 10.9 µM; hit rate 0.065% among 150,000; AID 743093, 2013;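 active = inhibition above the mean plus 3 SD of compounds within the control limits, set per campaign, cut at about 38% in these data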;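 also: 0% = DMSO wells and 100% = medium only without gametocytes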
Rac1 wt GTP bind: wildtype Rac1 GTP binding modulators, primary screen, biochemical, GST-Rac1 beads, flow cytometry, multiplex; Ras-related C3 botulinum toxin substrate 1 (Homo sapiens), P63000; fluorescent GTP binding; actives lie on both sides; 0 = cold GTP competed, 100 = untreated; GTP binding activity (% of control), % at 10 µM; hit rate 0.27% among 190,000; AID 757, 2007;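 active = GTP binding activity at least 20 points away from the 100% control level, either lower or higher; inconclusive = compound flagged as likely green fluorescent, judged across all proteins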
Mcl1-Bid inh: Mcl-1/Bid binding inhibitors, primary screen, biochemical, TR-FRET, 1536-well. Induced myeloid leukemia cell differentiation protein Mcl-1 (Homo sapiens), Q07820. TR-FRET Mcl-1/Bid-Dy647 peptide binding. inhibition, % at 21.7 µM. hit rate 0.97% among 220,000. AID 1021, 2008;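 active = compounds that cut the binding signal by more than half at the single screening dose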;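 also: His-tagged Mcl-1 with europium anti-His antibody binding Bid BH3 peptide; 0% = Mcl-1 plus peptide wells and 100% = peptide-only wells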
Target sequence (Q07820 whole entry, looked up): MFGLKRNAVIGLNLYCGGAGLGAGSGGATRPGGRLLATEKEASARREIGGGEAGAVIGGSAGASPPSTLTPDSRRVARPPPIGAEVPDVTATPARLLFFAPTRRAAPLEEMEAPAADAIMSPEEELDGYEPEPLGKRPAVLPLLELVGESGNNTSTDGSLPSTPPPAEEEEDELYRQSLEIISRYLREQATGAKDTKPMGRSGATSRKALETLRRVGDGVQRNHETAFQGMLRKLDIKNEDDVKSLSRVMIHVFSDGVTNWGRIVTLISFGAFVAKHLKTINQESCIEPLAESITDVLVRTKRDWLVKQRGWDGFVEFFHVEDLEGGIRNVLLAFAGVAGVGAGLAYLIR
Mcl1-Noxa inh: Mcl-1/Noxa binding inhibitors, primary screen, biochemical, TR-FRET, 1536-well; TR-FRET Mcl-1/Noxa peptide binding, 2 h; hit rate 1.5% among 220,000; Induced myeloid leukemia cell differentiation protein Mcl-1 (Homo sapiens), Q07820; inhibition, % at 21.7 µM;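 active = compounds that cut the protein-peptide binding signal by more than 50% relative to plate controls in a single-dose test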;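 also: His-tagged Mcl-1 with rhodamine Noxa BH3 peptide and terbium anti-His antibody; 0% = Mcl-1 plus Noxa peptide wells and 100% = peptide-only wells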
Avidin bead fluor: green autofluorescence of compounds with avidin beads – biophysical, 488/530 nm, flow cytometry, artefact control, profiling panel. hit rate 0.38% among 220,000. compound fluorescence 488/530 nm; active compounds read high. fluorescence (KMESF) at 10 µM; in the data active = fluorescence above about 47; also: inactives centre near 10
Rab7 wt modul: modulators of GTP binding to Rab7, primary screen, biochemical, wildtype, multiplex bead flow cytometry; GST-Rab7 beads, fluorescent GTP binding; actives lie on both sides; untreated = 100%, excess cold GTP = 0%; GTP binding activity (percent of control), % at 10 µM; Rab7 GTPase wild type (dog), Bodipy-FL-GTP binding; hit rate 0.055% among 190,000;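 active = fluorescent GTP binding to Rab7 beads changed by at least 20 points from the 100% baseline, either direction, mostly lower; inconclusive = compound itself probably fluorescent, or too few beads counted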;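 also: median green fluorescence of bound Bodipy-FL-GTP per Rab7 bead population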
HRas wt GTP: modulators of GTP binding to HRas wildtype, primary screen, biochemical, bead-based flow cytometry, multiplex; GTPase HRas (Homo sapiens), P01112; GTP binding activity, % at 10 µM; hit rate 0.14% among 190,000; GST-Ras wt beads, Bodipy-FL-GTP binding; actives lie on both sides; AID 759, 2007;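 active = GTP binding activity at least 20% away from the 100% baseline, either lowered as inhibitor or raised as activator; inconclusive = flagged as likely green fluorescent, judged across all proteins in the well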;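 also: 0% = unlabeled GTP competition control and 100% = no-compound control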
Target sequence (P01112 whole entry, looked up): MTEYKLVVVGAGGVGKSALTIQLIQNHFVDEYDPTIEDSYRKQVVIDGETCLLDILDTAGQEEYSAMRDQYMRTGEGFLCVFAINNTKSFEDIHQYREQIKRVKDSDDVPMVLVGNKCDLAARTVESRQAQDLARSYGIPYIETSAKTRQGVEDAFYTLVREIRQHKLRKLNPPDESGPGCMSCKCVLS
Cdc42 wt: modulators of GTP binding to wildtype Cdc42, primary screen, biochemical, multiplex bead flow cytometry, Bodipy-GTP; hit rate 0.2% among 190,000; GST-Cdc42 beads; actives lie on both sides; Cell division control protein 42 homolog (Homo sapiens), P60953; percent activity (GTP binding), % at 10 µM;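 active = percent activity GTP binding at least 20 points away from the 100% baseline, either down as inhibitor or up as activator; inconclusive = compound flagged as likely green fluorescent from well-wide comparison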;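 also: median bead fluorescence of bound Bodipy-FL-GTP at 100 nM; 0% = excess unlabeled GTP control and 100% = no compound control; below 100% means less GTP binding so inhibitor and above means activator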
Target sequence (P60953 whole entry, looked up): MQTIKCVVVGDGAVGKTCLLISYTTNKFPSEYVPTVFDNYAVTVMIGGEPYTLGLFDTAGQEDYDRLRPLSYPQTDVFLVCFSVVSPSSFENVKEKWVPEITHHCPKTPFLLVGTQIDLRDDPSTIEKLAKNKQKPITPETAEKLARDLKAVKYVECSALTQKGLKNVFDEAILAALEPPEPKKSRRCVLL
Rab2 wt GTP: modulators of GTP binding to Rab2A wildtype, primary screen, biochemical, dog, bead-based flow cytometry, multiplex; GST-Rab2 wt beads, Bodipy-GTP binding; GTP binding activity, % at 10 µM; hit rate 0.19% among 190,000;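 active = GTP binding activity at least 20 points away from 100%, either lowered or raised; inconclusive = signal likely due to the compound's own green fluorescence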;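 also: 0% = beads with excess unlabeled GTP and 100% = no-compound control corrected for plate trend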
Rac1 mut GTP: GTP binding modulators of activated mutant Rac1, primary screen, biochemical, bead-based flow cytometry, multiplex, fluorescent GTP; Ras-related C3 botulinum toxin substrate 1 (Homo sapiens), P63000; percent activity (GTP binding), % at 10 µM; hit rate 0.11% among 190,000; GST-Rac1 activated beads; actives lie on both sides; 100% means binding = to untreated wells;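 active = GTP binding at least 20 percentage points away from the 100% baseline, in either direction, so actives lie on both sides; inconclusive = Compound likely fluorescent itself, or too few beads counted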
* hit, by the source's call; i = inactive; ? = inconclusive; nt = no result given.

canonical_smiles	Mcl1-Noxa inh	Cdc42 wt	Rac1 wt GTP bind	Pf gamet viab	Avidin bead fluor	GSH fluor	Rab7 wt modul	HRas wt GTP	Mcl1-Bid inh	Rac1 mut GTP	Rab2 wt GTP
O=C(O)c1cc2cc(Cl)ccc2oc1=O	-1	97	99	nt	7	18	95	99	0	96	98
CCOC(=O)C1(CC2CCCCO2)CCN(Cc2nccn2-c2ccc(OC)cc2)CC1 (stereo not given)	3	97	97	22	9	10	97	96	-23	94	98
CCOC(=O)C1=C(C(F)(F)F)Nc2ncnn2C1c1cc(OC)ccc1OC (stereo not given)	50	104	104	7	3	8	102	104	-16	100	98
CCc1ccc(-c2nc(CSCC(=O)NCCCN3CCCC3=O)c(C)o2)cc1	-8	102	101	9	7	15	103	104	-23	96	103
Cc1ccc(OC(=O)CCC(=O)Nc2ccc(Br)cc2)cc1	-15	105	104	-18	6	12	105	104	-52	103	105
CCn1cc(NC(=O)CCl)c(C)n1	12	100	101	nt	12	17	98	97	-1	97	97
COc1ccc(S(=O)(=O)Nc2nnc(C(C)(C)C)s2)cc1	19	97	95	9	8	26	96	97	19	93	94
CN(C)C(CNC(=O)c1ccc2c(=O)n(-c3ccccc3F)c(=S)[nH]c2c1)Cc1ccccc1 (stereo not given)	18	95	99	nt	10	19	95	93	11	95	98
COc1ccc2nc(C)cc(SCC(=O)N/N=C/c3ccc(O)cc3O)c2c1	40	?	?	-2	8	10	?	?	-25	?	?
CC(C)CC(=O)c1c[nH]c(C(=O)NCCCN2CCOCC2)c1	-1	102	98	8	39	12	97	100	-16	97	97
O=c1/c(=C\c2cccn2-c2ccccc2)sc2nc3ccccc3n12	nt	98	93	nt	9	15	90	94	-6	94	95
Cc1sc2ncnc(NCc3ccco3)c2c1C	13	100	107	nt	5	15	102	102	-14	99	100
O=C1Nc2ncccc2OC1CCCl (stereo not given)	0	108	113	nt	8	258*	106	107	-30	103	105
CC1(C)CC(=O)C2=C(C1)NCN(Cc1ccc3c(c1)OCO3)C2	6	103	106	21	13	34	98	100	5	99	101
O=C(N/N=C/c1c[nH]c2ccccc12)c1cc(-c2ccc3ccccc3c2)n[nH]1	21	98	100	-18	8	14	99	96	20	98	96
COc1ccc(S(=O)(=O)N(C)CC(=O)Nc2ccc(C(F)(F)F)cc2)cc1Cl	22	97	99	-20	14	7	103	102	0	96	101
COc1ccccc1Oc1ccc(N/C=C/C(=O)c2ccco2)cc1	7	94	97	-4	11	13	98	98	-48	95	98
COc1ccc(CC(=O)O/N=C(\N)Cc2ccc(OC)c(OC)c2)cc1	15	102	105	nt	5	11	100	101	-5	101	105
COc1ccc(N(CC(=O)NC2CCCC2)C(=O)c2ccc(N3CCCCC3)nc2)cc1	27	101	104	nt	11	28	100	98	-14	99	98
Cc1ccccc1CSc1ccc(-c2ccc3c(c2)OCO3)nn1	2	98	98	-19	17	16	100	97	-37	97	97
Oc1cccc(C(O)CNCc2ccc(OCc3ccc(Cl)cc3Cl)cc2)c1 (stereo not given)	16	90	94	19	8	15	94	91	-62	90	89
COc1ccc(OC)c(C2C3=C(N=C4SCC(=O)N42)c2ccccc2CC3)c1 (stereo not given)	6	102	98	nt	4	21	99	101	-35	99	103
N/C(=N\OS(=O)(=O)c1cccc([N+](=O)[O-])c1)c1ccncc1	33	103	109	1	14	14	101	104	3	102	102
O=C(O)C1C2C=CC(C2)C1C(=O)OCC1CCCO1 (stereo not given)	0	107	106	nt	7	16	100	103	-8	102	104
CCOc1nc(NCCC2=CCCCC2)nc(N2CCOCC2)n1	2	102	111	nt	11	32	98	102	-13	100	96
Fc1ccc(NC(=S)Nc2cccnc2)c(Cl)c1	4	100	101	-19	10	21	109	102	-29	98	101
O=C(Nc1ccccc1N1CCOCC1)c1cccc([N+](=O)[O-])c1	-10	101	103	-8	3	4	94	98	-24	100	99
Cc1ccc(NC(=O)CSc2nccc(=O)[nH]2)c(S(=O)(=O)N2CCOCC2)c1	17	98	100	nt	12	8	96	98	-54	99	99
CS(=O)(=O)c1ncc(Cl)c(C(=O)Nc2ccc(N3CCOCC3)cc2)n1	3	100	101	nt	12	24	97	100	-44	97	98
CCOC(=O)C1=C(O)C(=O)N(Cc2ccccc2)CC1	16	96	97	16	8	18	102	99	-49	96	98
CS(=O)(=O)N1CCN(Cc2ccc([N+](=O)[O-])cc2)CC1	16	101	103	nt	10	49	103	101	-1	97	100
CCOC(=O)C1(Cc2ccc(O)cc2)NC(c2ccccc2F)C2C(=O)N(C)C(=O)C21 (stereo not given)	14	103	105	19	7	30	101	102	-6	99	99
CC(=C\c1ccccc1)/C=C1/SC(=S)N(CCC(=O)Nc2ccccn2)C1=O	2	92	86	nt	12	11	92	95	-2	91	95
O=C(CCCCCNC(=O)c1ccccc1)N=Nc1c(O)[nH]c2c(Br)cc(Br)cc12	14	92	99	nt	9	15	112	97	-6	90	98
c1coc(CNc2nc(N3CCCCC3)nc3ccccc23)c1	29	100	98	nt	34	12	95	98	8	98	95
CN(C)CCNc1nc2c(c(=O)[nH]c(=O)n2C)n1CC(O)COc1ccc(Cl)cc1Cl (stereo not given)	3	104	109	nt	9	5	106	102	-63	100	103
COCCCNC(=O)c1ccc(Cn2c(=O)[nH]c3ccccc3c2=O)cc1	3	99	102	nt	6	13	104	102	-11	99	100
Cc1ccc(NC(=O)C2CCCCC2C(=O)O)cc1Cl (stereo not given)	-17	?	?	-1	21	12	?	?	2	?	?
C=CCn1nnnc1SCC(=O)Nc1ccccc1C(=O)OC	9	99	102	-12	11	15	102	99	-18	100	98
O=C(NCc1cccs1)C1CCN(S(=O)(=O)c2ccc3c(c2)OCCO3)CC1	-2	98	98	nt	5	32	96	97	10	97	97
Cn1cc(Cl)c(C(=O)NNC(=S)NC2CCCCC2)n1	1	95	97	-14	4	11	101	99	-104	96	96
CNC(=S)NNC(=O)c1ccc(=O)n(Cc2ccc(Cl)cc2Cl)c1	10	96	103	nt	11	11	95	96	-26	95	95
CC1=C(C(N)=O)C(c2ccc(Cl)cc2)NC(=O)N1 (stereo not given)	5	100	101	-10	21	17	101	103	-14	97	101
COc1ccc(C(=O)CSc2nc3ccccc3n2CC(=O)NC(C)(C)C)cc1	-14	97	97	nt	12	20	92	98	-12	95	100
O=C(Oc1ccc(-c2cn3c(n2)SCC3)cc1)c1ccccc1	50	95	99	nt	6	48	95	97	6	97	98
COc1cc(N=Nc2c(C)n(C)n(-c3ccccc3)c2=O)ccc1N	25	103	109	nt	12	12	108	101	-35	94	106
CC(C)OCCCNC(=S)N1CCC(C(=O)c2ccc3c(c2)OCCO3)CC1	-22	97	101	6	11	23	96	95	-40	95	96
CCOc1cc(C2Nc3ccccc3C(=O)N2c2ccccc2OC)ccc1O (stereo not given)	-3	103	103	nt	18	23	102	101	-100	99	104
CC(=O)N1CC(=O)N(Cc2ccccc2)/C(=C/c2ccccc2)C1=O	-9	95	99	-28	8	11	94	97	-27	95	99
CN(C)S(=O)(=O)c1cccc(NC(=O)CSc2nc3ccccc3[nH]2)c1	2	94	98	12	10	12	90	95	-23	96	95
O=[N+]([O-])c1cc(Oc2cccnc2)cc([N+](=O)[O-])c1	-9	103	104	-3	4	10	93	99	10	100	100
CCn1nc(C(=O)NCc2ccco2)c(Cl)c1Cl	9	100	101	nt	4	9	97	97	-34	97	96
C/C(CC(=O)Nc1c(C)cc(C)cc1C)=N\NC(=O)c1cnccn1	8	103	106	4	5	10	103	100	7	100	101
CC1=C(C(=O)OC(C)C)C(c2cccnc2)C2=C(CC(C)(C)CC2=O)N1 (stereo not given)	20	101	107	nt	8	22	100	99	-16	101	97
CC1CCCN(S(=O)(=O)Cc2ccc(Cl)cc2)C1 (stereo not given)	-6	102	101	nt	10	6	98	99	-17	96	101
CCOC(=O)C1=C(C)NC(=O)NC1c1ccc(OC(C)C(=O)O)c(OC)c1 (stereo not given)	11	103	100	nt	7	15	101	104	-19	99	99

(next part)
canonical_smiles	Mcl1-Noxa inh	Cdc42 wt	Rac1 wt GTP bind	Pf gamet viab	Avidin bead fluor	GSH fluor	Rab7 wt modul	HRas wt GTP	Mcl1-Bid inh	Rac1 mut GTP	Rab2 wt GTP
Cc1sc(NC(=O)CN2CCOCC2)c(C(=O)c2ccccc2)c1C	0	105	103	4	33	15	98	103	-12	101	102
N#CC1(P(=O)(c2ccccc2)c2ccccc2)CC1	8	96	95	15	6	33	95	96	-8	95	95
CCOC(=O)C1CCCN(C2CC(=O)N(c3ccc(C)c(C)c3)C2=O)C1 (stereo not given)	-14	97	105	nt	13	37	101	102	-8	98	99
Cc1ccnc(-n2sc3ccccc3c2=O)n1	69*	99	101	nt	7	23	96	96	1	98	96
CCCCn1c(-c2csc3c2CCCC3)n[nH]c1=S	11	101	102	nt	31	15	97	100	-23	100	98
C#CCn1cc(C=C2C(=O)c3ccccc3C2=O)c2ccccc21	55*	100	99	5	7	5	103	101	i	103	103
CCc1ccc(OS(=O)(=O)c2cn(C)c(=O)n(C)c2=O)cc1	1	95	96	nt	15	12	103	96	-17	96	97
Cc1cccnc1NC(=S)Nc1ccc(Br)cc1Cl	6	97	99	-35	11	16	97	96	-39	96	97
CC(C)NC(=O)C1(c2ccccc2)CCOCC1	7	101	101	nt	10	10	98	99	-18	97	100
CCN1C(=O)C(C)S/C1=N\S(=O)(=O)c1ccc(Cl)s1 (stereo not given)	7	108	107	nt	22	9	101	104	-44	100	106
COc1ccc(N2CCN(C(=N)/C(C(C)=O)=C(\C)O)CC2)cc1	-11	103	101	10	6	27	102	102	-33	101	100
Cn1cccc1/C=N/N1CCN(c2ccccc2)CC1	8	98	102	1	14	24	101	98	-72	96	98
CSC(=NNC(=O)c1ccc(O)cc1)SC	-6	100	106	nt	7	8	100	101	-38	100	99
